MITF TRPM1 HTS = MITF TRPM1 promoter activation in melanoma cells | SK-MEL-5 TRPM1-promoter luciferase, 24 h; % of positive control, neutral wells = 0 | activation, % at 12.5 µM | 0.75% of 300,000 active | AID 588334;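 active means mean activation of at least 80% with every replicate also reaching 80%; inconclusive means mean reaches 80% but some replicate falls short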;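 further: 0% = neutral control wells and 100% = parthenolide positive control wells; values of inactives mirror those of a sister screen read the other way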
Tat transport = blocks Tat-dependent protein export in E. coli; E. coli MC4100 TorA-mCherry Tat export, fluorescence; inhibition, % at 10 µM; 0.036% of 340,000 active; AID 488895;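 active means mean replicate inhibition at least 50% and at least half of replicates individually reaching 50%; inconclusive means only one of the two criteria met; inactive means neither criterion met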;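 further: exported cargo escapes ClpAP degradation while cytoplasmic cargo is degraded and loses fluorescence; 0% = median of neutral control wells and 100% = median of NaSCN control wells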
SR-BI uptake up = SR-BI HDL lipid transfer activation; CHO ldlA[mSR-BI] cells, DiI-HDL uptake fluorescence, 3 h; 100 = double the neutral-control signal; activation, % at 12.5 µM; 0.096% of 320,000 active;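 active means mean replicate activation of at least 60% and every replicate at or above 60%; inconclusive means mean or all-replicate condition met, but not both; inactive means mean below 60% and not all replicates reaching 60%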;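 further: 0% = median plate neutral-control signal and 100% = twice that signal; values of inactives mirror those of a sister screen read the other way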
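material = CHO ldlA[mSR-BI] cells | medium = Ham's F12 with 0.5% BSA, HEPES 25 mM, pH 7.4 | reagent = fluorescent DiI-HDL, 10 µg/mL final | compound dosing = single-point compound dose | incubation = 3 h, 37 °C | measured by = bottom-read fluorescence, 550/595 nm | measure = HDL uptake via cellular fluorescence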
Ecoli viability = counter-screen for AddAB inhibitors: E. coli growth inhibition; E. coli V3065 growth, OD600 absorbance, 18 h; inhibition, % at 11.9 µM; 0.27% of 330,000 active;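 active means inhibition above the campaign's mean inhibition across all tested compounds plus 3 SD, cut at about 9.9% in these data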;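 further: uninfected addAB+ strain grown without phage in ampicillin broth; 0% = DMSO wells and 100% = ciprofloxacin 0.95 µg/ml wells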
AddAB inh = less growth of phage-infected E. coli with AddAB; E. coli expressing H. pylori AddAB, absorbance growth; inhibition, % at 11.9 µM; 0.29% of 330,000 active; in the data active means inhibition above about 12%;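 further: 0% = vehicle wells of infected cells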
phage Ecoli inh = E. coli growth loss with phage present; growth absorbance; inhibition, % at 11.9 µM; 0.26% of 360,000 active; AID 651602; in the data active means inhibition above about 11%
CAL PDZ FP-1 = CAL PDZ (human) peptide binding inhibition. Q9HD26. purified CAL PDZ, TMR-peptide fluorescence polarization, 1 h. inhibition, % at 24.9 µM. 0.92% of 300,000 active. AID 602252;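 active means mean inhibition of at least 30% with at least half of replicates also reaching 30%; inconclusive means no clear call, values can overlap the other calls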;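 further: 0% = DMSO neutral control and 100% = excess unlabeled competitor peptide PRC23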
CAL PDZ FP-2 = human CAL PDZ-peptide interaction inhibition; inhibition, % at 20 µM; AID 504414; 0.02% of 330,000 active; Q9HD26; purified CAL PDZ, TMR-peptide fluorescence polarization, 1 h;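 active means highest replicate inhibition of at least 40%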;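 further: plate controls were DMSO neutral control wells for no effect and unlabeled competitor peptide control wells for full effect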
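System: purified tagged CAL PDZ domain construct (CerCALP). Schedule: 1 h incubation at room temperature before polarization reading. Medium: 25 mM sodium phosphate pH 7.4, 150 mM NaCl, TCEP, IgG, Thesit. Read-out: percent inhibition from loss of millipolarization. Measured by: FP readout, S and P plane fluorescence. Probe or stimulus: fluorescent TMR peptide probe.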
SR-BI DiI inh = mouse SR-BI HDL lipid transfer inhibition; inhibition, % at 12.5 µM; Q61009; 0.96% of 320,000 active; ldlA[mSR-BI] CHO cells, DiI-HDL uptake fluorescence, 3 h; AID 488896;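 active means mean replicate inhibition of at least 70% and a set share of replicates each scoring 70 or more; inconclusive means meets just one of the two criteria; inactive means fails both criteria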;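 further: 0% = median of neutral control wells and 100% = median of positive control wells; values of inactives mirror those of a sister screen read the other way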
Target sequence (Q61009 whole entry, looked up): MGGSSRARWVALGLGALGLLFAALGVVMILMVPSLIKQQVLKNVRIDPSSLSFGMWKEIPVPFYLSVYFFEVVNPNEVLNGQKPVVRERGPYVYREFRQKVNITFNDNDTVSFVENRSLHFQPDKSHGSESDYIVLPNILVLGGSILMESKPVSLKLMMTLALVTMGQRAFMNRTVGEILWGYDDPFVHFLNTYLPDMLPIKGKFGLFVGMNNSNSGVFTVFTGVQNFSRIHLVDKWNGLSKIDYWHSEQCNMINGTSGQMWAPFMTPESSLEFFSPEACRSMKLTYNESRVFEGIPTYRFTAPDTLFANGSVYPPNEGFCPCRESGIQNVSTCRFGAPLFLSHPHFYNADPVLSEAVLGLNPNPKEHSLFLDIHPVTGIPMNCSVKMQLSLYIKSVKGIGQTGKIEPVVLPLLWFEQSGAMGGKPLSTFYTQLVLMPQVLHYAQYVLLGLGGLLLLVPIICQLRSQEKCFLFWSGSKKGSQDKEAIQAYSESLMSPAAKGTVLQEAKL
Wnt bcat act = Wnt/beta-catenin pathway activation; Wnt/beta-catenin reporter cell assay, activator, plate reader; 1.2% of 300,000 active; activation, % at 9.35 µM; AID 743398; in the data active means activation above about 30%, passing the limit was not always enough; inconclusive means no clear call, values can overlap the other calls;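 further: 0% = neutral control wells and 100% = positive control wells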
Starred values were filed as active, the others as inactive.

For COc1ccc(NS(=O)(=O)c2cc(NC(=O)C3CCCCC3)ccc2N2CCOCC2)cc1 the results were MITF TRPM1 HTS -3.2, Tat transport -11.1, SR-BI uptake up -18.8, Ecoli viability 1.6, AddAB inh 2.2, phage Ecoli inh 2.1, CAL PDZ FP-1 -8.2, CAL PDZ FP-2 -1.2, SR-BI DiI inh 18.8 and Wnt bcat act -1.9.
O=C1C2CC=C(Cl)CC2C(=O)N1CCN1CCOCC1 (centres undefined) was read as MITF TRPM1 HTS -10.0, Tat transport -0.5, SR-BI uptake up 19.8, Ecoli viability 0.8, AddAB inh 4.4, phage Ecoli inh -0.2, CAL PDZ FP-2 -0.2 and SR-BI DiI inh -19.8.
`CN(C)S(=O)(=O)c1ccc(C(=O)NCCC(=O)N2CCCC2)cc1` gave MITF TRPM1 HTS 0.8, Tat transport 6.6, SR-BI uptake up -0.2, Ecoli viability 0.6, AddAB inh 3.1, phage Ecoli inh 2.6, CAL PDZ FP-2 0.4, SR-BI DiI inh 0.2 and Wnt bcat act -3.2.
For CC12CCC(=O)N1C(C(=O)O)Cc1c2[nH]c2ccccc12 (centres undefined) the results were MITF TRPM1 HTS -8.4, Tat transport 3.3, SR-BI uptake up 13.6, Ecoli viability -0.8, AddAB inh 1.3, phage Ecoli inh 2.5, CAL PDZ FP-1 -6.2 and SR-BI DiI inh -13.6.
`O=C(NC1CCCN(Cc2ccc(Cl)cc2)C1)c1cnc2ccccn2c1=O` (centres undefined) gave MITF TRPM1 HTS -1.9, Tat transport -1.1, SR-BI uptake up 3.3, Ecoli viability 3.1, AddAB inh 1.6, phage Ecoli inh 0.9, CAL PDZ FP-1 -1.9, CAL PDZ FP-2 -4.1, SR-BI DiI inh -3.3 and Wnt bcat act -1.5.
Cc1ccc2c(=O)c(C(=O)NCc3cccs3)c[nH]c2c1 was read as MITF TRPM1 HTS 53.1, Tat transport -6.3, SR-BI uptake up 8.3, Ecoli viability 4.9, AddAB inh 3.7, phage Ecoli inh 3.1, CAL PDZ FP-1 -1.6, CAL PDZ FP-2 -2.1, SR-BI DiI inh -8.3 and Wnt bcat act 6.9.
`COc1cc(/C=C2\SC(=S)N(CC(=O)O)C2=O)ccc1OS(=O)(=O)c1ccc(C)cc1` gave MITF TRPM1 HTS -5.2, Tat transport 7.1, SR-BI uptake up 32.6, Ecoli viability -0.6, AddAB inh 0.5, phage Ecoli inh 6.7, CAL PDZ FP-1 -3.2, CAL PDZ FP-2 -2.9, SR-BI DiI inh -32.6 and Wnt bcat act -3.3.
`Cc1cc(Br)c(NC(=O)CN2CCCC2)c(Br)c1` gave MITF TRPM1 HTS 10.0, Tat transport 0.0, SR-BI uptake up -0.5, phage Ecoli inh 1.5, CAL PDZ FP-1 -5.7, CAL PDZ FP-2 -0.5, SR-BI DiI inh 0.5 and Wnt bcat act 0.9.
COc1cc(C)c(C(C)C)cc1S(=O)(=O)N1CCN(C)CC1 was read as Tat transport 0.8, SR-BI uptake up 19.8, Ecoli viability 0.3, AddAB inh -0.2, phage Ecoli inh 1.1, CAL PDZ FP-1 -3.7, CAL PDZ FP-2 0.5, SR-BI DiI inh -19.8 and Wnt bcat act -2.0.
O=C(OCC(=O)N1CCCC1)c1cc(F)c(F)cc1Cl was read as MITF TRPM1 HTS -0.5, Tat transport -2.0, SR-BI uptake up 1.7, Ecoli viability 2.3, AddAB inh 3.0, phage Ecoli inh 1.4, CAL PDZ FP-1 -5.4, CAL PDZ FP-2 -1.1, SR-BI DiI inh -1.7 and Wnt bcat act 0.7.
Screening O=C(Nc1cc(F)c(Br)cc1F)c1ccc(Cl)cc1 returned MITF TRPM1 HTS 75.1, Tat transport 1.7, SR-BI uptake up -32.8, Ecoli viability -0.8, AddAB inh 2.1, phage Ecoli inh 0.7, CAL PDZ FP-1 -5.2, CAL PDZ FP-2 0.8, SR-BI DiI inh 32.8 and Wnt bcat act 49.0*.
For Cc1ccc(S(=O)(=O)N(CC(=O)NCc2ccco2)C2CCCCC2)cc1 the results were MITF TRPM1 HTS 11.9, Tat transport 29.1, SR-BI uptake up -1.9, Ecoli viability 0.3, AddAB inh 1.3, phage Ecoli inh 1.4, CAL PDZ FP-1 -1.4, CAL PDZ FP-2 -2.8, SR-BI DiI inh 1.9 and Wnt bcat act 0.6.
O=C(OCC(=O)N1CCN(C(=O)c2ccco2)CC1)c1c(Cl)cccc1Cl was read as MITF TRPM1 HTS 0.7, Tat transport -7.8, SR-BI uptake up -1.4, Ecoli viability 1.4, AddAB inh 1.6, phage Ecoli inh 1.7, CAL PDZ FP-1 -0.6, CAL PDZ FP-2 -1.8, SR-BI DiI inh 1.4 and Wnt bcat act 5.5.
`Cc1ccc(NS(=O)(=O)c2coc(C(N)=O)c2)cc1F` gave MITF TRPM1 HTS 3.9, Tat transport 2.5, SR-BI uptake up 18.2, Ecoli viability 0.2, AddAB inh 5.6, phage Ecoli inh 3.0, CAL PDZ FP-1 0.9, CAL PDZ FP-2 -0.1, SR-BI DiI inh -18.2 and Wnt bcat act -0.3.
For Cn1cc(C(=O)C(=O)NCCc2ccccc2)c2ccccc21 the results were MITF TRPM1 HTS 14.2, Tat transport -2.7, SR-BI uptake up -27.3, phage Ecoli inh 2.3, CAL PDZ FP-1 0.7, CAL PDZ FP-2 -1.2, SR-BI DiI inh 27.3 and Wnt bcat act 1.4.
`COc1ccc(CCNC(=O)Cn2c(=O)[nH]c3ccsc3c2=O)cc1OC` gave MITF TRPM1 HTS 0.7, Tat transport -1.5, Ecoli viability -2.3, AddAB inh -2.4, phage Ecoli inh 0.1, CAL PDZ FP-1 3.3, CAL PDZ FP-2 -0.9 and Wnt bcat act -0.4.
For O=C(c1oc(=O)c2ccccc2c1-c1ccccc1)N1CCC(O)CC1 the results were MITF TRPM1 HTS -21.7, Tat transport -15.7, SR-BI uptake up 1.8, Ecoli viability 0.0, AddAB inh 3.6, phage Ecoli inh 1.8, CAL PDZ FP-2 -1.4, SR-BI DiI inh -1.8 and Wnt bcat act -2.5.
For COc1ccccc1S(=O)(=O)Cc1ccc(C(=O)NCc2cccs2)o1 the results were Tat transport -3.0, SR-BI uptake up -3.6, Ecoli viability 0.0, AddAB inh 0.0, phage Ecoli inh 3.1, CAL PDZ FP-1 -9.4, CAL PDZ FP-2 -0.4 and SR-BI DiI inh 3.6.
CCc1ccc(Nc2nnc(SCC(=O)c3c(N)n(C4CC4)c(=O)[nH]c3=O)s2)cc1 was read as MITF TRPM1 HTS 40.6, Tat transport -0.1, SR-BI uptake up 11.7, Ecoli viability -1.9, AddAB inh -0.1, phage Ecoli inh 1.1, CAL PDZ FP-1 -1.5, CAL PDZ FP-2 -0.9, SR-BI DiI inh -11.7 and Wnt bcat act 20.8.
O=c1[nH]ncc(N/N=C\c2ccc(O)cc2O)c1Cl was read as MITF TRPM1 HTS 4.0, Tat transport 14.1, SR-BI uptake up 0.0, Ecoli viability -0.5, AddAB inh 2.7, phage Ecoli inh 5.2, CAL PDZ FP-1 -1.9, CAL PDZ FP-2 -1.9, SR-BI DiI inh 0.0 and Wnt bcat act inconclusive.
For Cc1ccc(-n2nc3c(N4CCC(C(=O)N5CCN(C)CC5)CC4)nnc(C)c3c2C)cc1 the results were MITF TRPM1 HTS 7.4, Tat transport 17.9, SR-BI uptake up -0.6, Ecoli viability -0.4, AddAB inh 2.6, phage Ecoli inh 0.8, CAL PDZ FP-1 3.0, CAL PDZ FP-2 -1.3, SR-BI DiI inh 0.6 and Wnt bcat act 2.1.
O=C(CCC(=O)Nc1ccccc1)N/N=C/c1ccccc1F was read as MITF TRPM1 HTS 76.4, Tat transport 1.2, SR-BI uptake up 7.1, Ecoli viability -0.1, AddAB inh 0.1, phage Ecoli inh 3.8, CAL PDZ FP-1 3.8, CAL PDZ FP-2 -0.8, SR-BI DiI inh -7.1 and Wnt bcat act 1.7.
O=C(NCc1ccccc1)NC(=O)c1ccncc1 was read as MITF TRPM1 HTS 8.1, Tat transport 1.7, SR-BI uptake up 17.2, Ecoli viability 1.3, AddAB inh 0.9, phage Ecoli inh 0.9, CAL PDZ FP-1 -0.5, CAL PDZ FP-2 -0.9 and SR-BI DiI inh -17.2.
For O=C1c2ccccc2C(=O)N1c1n[nH]c(CCc2ccccc2)n1 the results were MITF TRPM1 HTS 10.3, Tat transport -3.6, SR-BI uptake up 14.5, Ecoli viability 1.2, AddAB inh 0.7, phage Ecoli inh 0.8, CAL PDZ FP-1 -3.5, CAL PDZ FP-2 -2.5, SR-BI DiI inh -14.5 and Wnt bcat act -0.4.
Screening CSc1ccc(-c2ccco2)nn1 returned MITF TRPM1 HTS 46.5, Tat transport -2.3, SR-BI uptake up 22.6, Ecoli viability -1.4, AddAB inh -1.4, phage Ecoli inh 2.4, CAL PDZ FP-1 -2.4, CAL PDZ FP-2 0.1, SR-BI DiI inh -22.6 and Wnt bcat act 20.5.
CC1CCCN(S(=O)(=O)c2ccc(C(=O)Nc3nnc(C4CC4)o3)cc2)C1 (centres undefined) was read as MITF TRPM1 HTS -5.6, Tat transport -2.6, SR-BI uptake up -0.7, Ecoli viability -5.5, AddAB inh -2.0, phage Ecoli inh -6.2, CAL PDZ FP-1 -1.9, CAL PDZ FP-2 -1.7, SR-BI DiI inh 0.7 and Wnt bcat act -2.4.
For C=CCNC(=S)N1CCc2[nH]c3ccccc3c2C1 the results were Ecoli viability -1.0, AddAB inh 3.2, phage Ecoli inh 1.7 and Wnt bcat act 1.2.
For COc1cccc2sc(N(CCCN(C)C)C(=O)c3ccc(S(=O)(=O)N4CCc5ccccc5C4)cc3)nc12 the results were MITF TRPM1 HTS -47.2, Tat transport 8.5, Ecoli viability -0.8, AddAB inh -0.2, phage Ecoli inh 3.6, CAL PDZ FP-1 -1.4, CAL PDZ FP-2 -4.4, SR-BI DiI inh -26.9 and Wnt bcat act -3.7.
`COc1ccc(N2CCN(C(=O)CSc3nc4nc(C)cc(C)n4n3)CC2)cc1` gave MITF TRPM1 HTS 6.2, Tat transport -4.7, SR-BI uptake up -8.3, Ecoli viability 1.9, AddAB inh 2.7, phage Ecoli inh -0.7, CAL PDZ FP-2 0.3, SR-BI DiI inh 8.3 and Wnt bcat act -2.3.
`Cn1c2c(c(=O)n(C)c1=O)C(C(F)(F)F)(C(F)(F)F)N=C(C1CCCCC1)N2` gave MITF TRPM1 HTS 24.1, Tat transport -0.2, SR-BI uptake up -8.5, Ecoli viability 0.2, AddAB inh -3.2, phage Ecoli inh 3.4, CAL PDZ FP-1 1.4, CAL PDZ FP-2 -1.4, SR-BI DiI inh 8.5 and Wnt bcat act -4.4.
`O=C(Cn1c(-c2ccco2)nc2ccccc21)N1CCCCC1` gave MITF TRPM1 HTS -6.0, Tat transport 10.1, SR-BI uptake up 9.5, Ecoli viability -2.8, AddAB inh -1.0, phage Ecoli inh 1.2, CAL PDZ FP-1 0.6, CAL PDZ FP-2 -0.8, SR-BI DiI inh -9.5 and Wnt bcat act -2.0.
